Rat MKP-3 inhibitors: inhibition of rat DUSP6 enzyme activity – biochemical, in vitro, primary screen (AID 425); 0.17% of 110,000 active; inhibition, % at 20 µM, or IC50 in µM where a hit was titrated; recombinant MKP-3 phosphatase activity, fluorescence; higher % means a stronger effect; in the data active = inhibition above about 50%;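 note: plate controls were vehicle for no effect and reference inhibitor for full effect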
Hsp70 inhibitors: Hsp70 inhibitors, probe displacement, primary screen, biochemical, fluorescence polarization (AID 583); Hsp70 fluorescence polarization probe displacement, mP; higher % means a stronger effect; displacement, % at 20 µM, or IC50 in µM where a hit was titrated; 0.06% of 140,000 active; in the data active = displacement above about 50%;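 note: plate controls were vehicle for no effect and reference ligand for full effect; a part of the inactive calls stands beside numbers as strong as those of hits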
The depositor's hits bear a star; . = not tested or not shown; & = joins results of further samples.

Hsp70 inhibitors,Rat MKP-3 inhibitors,mol
16%,5%,Cn1c(=O)c(N2CCOCC2)c2c3c(cccc31)C(=O)c1ccccc1-2
5.7%,1%,CCC(OC(=O)c1cccs1)C(=O)NC1CCCCC1 (configuration not stated)
-4.1%,-4%,CN1C(=O)CC(N2CCN(c3ncccn3)CC2)C1=O (configuration not stated)
0.5%,1%,COc1ccc(-c2ccc(SCC(=O)N3CCOCC3)nn2)cc1OC
-0.4%,-12%,CCCOCC(O)COc1ccccc1C(=O)N1CCOCC1 (configuration not stated)
4.1%,6%,Cc1cccc(-c2cc3nc(C)cc(NCCCN(C)C)n3n2)c1
-0.7%,1%,COc1ccc(OC)c(C2NC(=S)NC(C)=C2C(=O)Nc2ccccc2OC)c1 (configuration not stated)
-2.0%,-11%,COC(=O)c1cc(COC(=O)c2ccc(OC)c(S(=O)(=O)N3CCCC3)c2)oc1C
0.7%,-1%,Clc1cc(Cl)c2nc(N3CCOCC3)sc2c1
1.2%,-4%,COCc1n[nH]c(=S)n1-c1cccc2ccccc12
0.4%,-17%,Cc1ccccc1Cn1nnc(C(=O)Nc2cccc(C)c2C)c1N
0.0%,-5%,O=C1NC(=O)N(c2ccc(Cl)cc2)C(=O)/C1=C/c1ccc(O)c(Br)c1
-0.6%,2%,O=C(Nc1nc(-c2ccc3ccccc3c2)cs1)C1CC1
.,2%,Cc1noc(C)c1S(=O)(=O)N1CCC(C(=O)N2CCN(c3ccc(Cl)cc3)CC2)CC1
0.8%,2%,O=C(O)CCC(NC(=O)OCc1ccccc1)C(=O)O (configuration not stated)
2.0%,3%,Cc1ccc2[nH]c(C(=O)N/N=C/c3ccc4c(c3)OCO4)c(-c3ccccc3)c2c1
2.5%,-11%,Cc1cc(OCC(=O)Nc2ccncc2)ccc1Br
-1.1%,1%,Fc1ccc(N2CCN(C(c3cccs3)c3nnnn3C3CCCC3)CC2)cc1 (configuration not stated)
9.9%,7%,CC(C)OC(=O)CSc1nnc(-c2cnccn2)n1-c1ccc(Cl)cc1
7.9%,-7%,COc1ccc(-c2cc(C(F)(F)F)nc(SCCC(=O)N3CCOCC3)n2)cc1
3.6%,3%,COc1ccc(OCc2ccc(-c3nc4ccccc4c(=O)n3N)o2)cc1
6.6%,4%,COc1ccc(CCN(C(C)=O)C2CC(=O)N(c3ccccc3)C2=O)cc1 (configuration not stated)
-7.5%,4%,O=C(Nc1ccc(F)cc1)N1CCN(c2nc3ccccc3s2)CC1
2.0%,1%,Nc1nc(NCCCN2CCOCC2)cc(-c2ccccc2)n1
-2.7%,1%,O=C(Nc1ccc(OC(F)(F)F)cc1)c1ccc([N+](=O)[O-])cc1Cl
-3.3%,-9%,CS(=O)(=O)N(Cc1ccccc1)c1ccccn1
-37%,1%,O=[N+]([O-])c1ccc(N2N=C(c3ccc(O)cc3)CC2c2ccc(F)cc2)cc1 (configuration not stated)
-2.8%,3%,O=C(c1ccccc1-c1nc(-c2ccc(F)cc2)no1)N1CCCC1
0.2%,-1%,COc1ccc(CC(=O)Nc2nc3n(n2)C(c2ccccc2)CC(=O)N3)cc1OC (configuration not stated)
2.5%,-5%,C=CCc1cccc(CNc2nc3ccccc3n2CCC)c1O
3.1%,-7%,CCOC(=O)C1=C(C)NC2=C(C(=O)C(C(=O)OC)C(C)C2)C1c1ccc(OC)c(O)c1 (configuration not stated)
4.7%,1%,Cc1onc(-c2ccccc2Cl)c1C(=O)Nc1ccc(C(N)=O)cc1
-1.5%,-1%,COCCN(C(=O)CCC(=O)Nc1ccccn1)C(C(=O)NCCC(C)C)c1ccc(OC)cc1 (configuration not stated)
3.1%,.,O=C(CSc1nc(-c2ccco2)cc(C(F)(F)F)n1)NCc1cccs1
-3.5%,-7%,CCC(C)(C)n1nnnc1CN1CCN(c2nc3cc(OC)ccc3cc2C#N)CC1
1.4%,-10%,Cc1cc(C)c2cc(CN(CCO)Cc3nnnn3Cc3ccccc3)c(=O)[nH]c2c1
-2.9%,.,CCCN1C(=O)SC(CC(=O)Nc2ccccc2C)C1=O (configuration not stated)
-0.7%,-8%,CCCC(=O)Nc1cccc(NC(=O)c2ccc3c(c2)OCCO3)c1
2.9%,0%,CCC(C)[C@H](NC(=O)NCCCN1CCOCC1)C(=O)OC (some centres not stated)
-1.0%,.,CC(C)(C)c1nc2c(C#N)c(-c3ccc(Cl)cc3)ccn2n1
-2.1%,4%,CCOc1cc(OCC)cc(C(=O)Nc2ccc(-c3nc4ccc(C)cc4o3)cc2)c1
3.7%,-3%,O=C(Nc1cccc2nsnc12)c1ccc(Cl)cc1Cl
-4.1%,6%,CCOC(=O)N1CCC(NS(=O)(=O)c2cc(Br)cc3c2N(C(=O)CC)CC3)CC1
-0.1%,-22%,CCC(C)c1ccc(OCC(=O)O)cc1 (configuration not stated)
-5.9%,.,COc1ccccc1C1CN(c2ccc(F)cc2F)N=C1c1cccs1 (configuration not stated)
6.1%,.,c1ccc(COc2ccc(OCCCCN3CCCCC3)cc2)cc1
6.5%,.,COC(=O)NC(=C(Cl)Cl)S(=O)(=O)c1ccccc1
2.0%,-1%,CC1CN(c2ccc([N+](=O)[O-])cc2Cl)CCN1S(C)(=O)=O (configuration not stated)
-0.1%,3%,O=C(c1ccncc1)N1CCN(Cc2ccccn2)CC1
-2.4%,4%,CC(=O)Nc1ccc(S(=O)(=O)NCc2ccc3c(c2)cc(C)n3C)cc1
-0.5%,.,O=P(OC1CCCCC1)(OC1CCCCC1)C(O)c1c(Cl)cccc1Cl (configuration not stated)
3.8%,-1%,COc1ccc(C2C(=O)N(C3CCCCCC3)CC(=O)N2Cc2ccccc2)cc1OC (configuration not stated)
1.4%,-2%,CCCC(=O)C1=C(N2CCCCC2)CC(C)(C)CC1=O
-5.1%,0%,O=C(C[n+]1cccc(NC(=O)c2ccccc2)c1)c1ccc2c(c1)Cc1ccccc1-2
3.1%,-5%,Cn1cnc2c1c(=O)n(Cc1ccccc1)c(=O)n2C
-3.1%,0%,CCSc1nnc(NC(=O)C2CC3CCC2C3)s1 (configuration not stated)

(listing goes on)
Hsp70 inhibitors,Rat MKP-3 inhibitors,mol
4.0%,-2%,COC(=O)C1=C(C)Nc2ncnn2C1c1ccco1 (configuration not stated)
-1.7%,3%,O=S(=O)(Nc1cccc(I)c1)c1ccc2ccccc2c1
6.3%,-6%,COc1cc(NC(=O)c2cc(-c3cccc(O)c3)on2)cc(OC)c1OC
3.9%,0%,COc1ccc(-c2cc(-c3ccc(C)cc3)nc(N/N=C/c3cccc(OC)c3O)n2)cc1OC
0.6%,.,CCCn1nnc(NC(=O)c2cccc(OCc3ccccc3)c2)n1
-0.7%,-8%,CC12CC(NC(=O)N1CCc1ccccc1)c1ccccc1O2 (configuration not stated)
-2.6%,-7%,O=C(Nc1ccc(Cl)cn1)c1cnn2cccnc12
10%,0%,COc1ccc(/C=N/NC(=O)c2nonc2C)cc1
-7.1%,12%,CCCOc1ccccc1C1CC(=O)NC(C)=C1C(=O)OCC(C)C (configuration not stated)
-1.9%,5%,COC(=O)c1ccc(COc2cccc(OC)c2)o1
3.0%,-6%,Nc1nnnn1/N=C/c1ccc(OCc2ccccc2)cc1
-0.3%,-3%,CCC(C)(C)n1nnnc1C(c1cccs1)N1CCc2ccccc21 (configuration not stated)
-0.5%,-1%,CC(C)[C@H](NC(=O)NCc1ccc(Cl)cc1)C(=O)O
4.9%,.,CCOC(=O)N1CCN(CC(=O)Nc2cccc(Br)c2)CC1
2.8%,0%,Cc1cc(N(C)C)c(C#N)c(NCc2ccccc2)n1
1.1%,3%,COC(=O)C1=NN(C(=O)c2cccc(Br)c2)C(O)(c2ccccc2)C1 (configuration not stated)
7.0%,.,CC(Nc1ccccc1)c1cc(Cl)ccc1O (configuration not stated)
-1.1%,2%,COC(=O)CN1C(=O)C(=O)c2ccccc21
2.6%,1%,COCCNC(=O)COc1ccc(Br)c(C)c1
-7.0%,-1%,Cc1ccc(-c2ccc(/C=C3\C(=O)NN(c4ccccc4)C3=O)o2)c([N+](=O)[O-])c1
15%,-12%,CCN1CCc2c(C#N)c(N3CCOCC3)nc(NCc3ccccc3)c2C1
-5.0%,0%,Cc1nnc(N/N=C/c2ccc(Cl)c([N+](=O)[O-])c2)[nH]c1=O
12%,2%,CCOc1cc(/C=C2\C(=O)NC(=O)N(c3cc(C)cc(C)c3)C2=O)cc(Cl)c1O
4.5%,.,Cn1c(SCC(=O)NC2CCCCC2)nnc1-c1cccc(N)c1
-0.2%,2%,O=C(NC1CCCC1)C1CCN(S(=O)(=O)N2CCCCC2)CC1
-0.4%,-9%,Nc1ccc(-c2nc3c(Cl)c(N)ccc3[nH]2)cc1
0.5%,6%,CCN(CC)c1ccc(N=Cc2ccccc2OCc2ccccc2)cc1
1.2%,-6%,COc1ccc(-c2noc(CSc3nc(N)c(-c4ccccc4)c(=O)[nH]3)n2)cc1
6.7%,-8%,Cc1ccccc1NC1=NC(C)(C)N=C(N)N1
3.4%,0%,O=C1CCCC2=C1C(c1ccc(O)c(O)c1)Nc1ccc3ncccc3c12 (configuration not stated)
-5.1%&-0.8%,2%&1%,O=C(NC1CCCCCC1)c1c(F)c(F)c(F)c(F)c1F
-0.8%,0%,Cc1cc2oc(=O)cc(C)c2cc1NC(=O)/C=C/C(=O)O
-1.7%,3%,N/C(=N\c1nc(C(F)(F)F)cc(=O)[nH]1)Nc1ccc(I)cc1
0.6%,2%,Cc1cnc(NC(=O)c2ccc([N+](=O)[O-])cc2)s1
-1.1%,10%,CC(=O)OC1CC(C)(C)N(OC(=O)CCCN2C(=O)c3ccccc3C2=O)C(C)(C)C1
5.2%,1%,CCc1nc(SCC(=O)N2CCN(c3ccccc3)CC2)c2c(=O)n(C)c(=O)n(C)c2n1
3.1%,3%,O=C(C1=C(O)C(=O)N(CCOCCO)C1c1cccs1)c1cccs1 (configuration not stated)
1.1%,1%,COc1ccc(Cc2c(O)nc(SC)n(C(C)=O)c2=O)cc1
1.0%,2%,CC(C)(C)c1ccc(OCCn2ccccc2=O)cc1
-1.4%,.,CCN1C(=O)/C(=C\N(C)C)c2ccccc21
0.6%,0%,CCCC(=O)Nc1nc2ccc(NC(=O)c3ccc(Br)o3)cc2s1
5.9%,4%,O=C(c1ccccc1)c1cccn1CC(=O)N1CCN(C2CCCCC2)CC1
-1.1%,.,O=C(Nc1nnc(SCc2c(Cl)cccc2Cl)s1)C1CCCO1 (configuration not stated)
3.3%,.,CC1Cc2cc(/C(O)=C3/C(=O)C(=O)N(CCCn4ccnc4)C3c3ccncc3)ccc2O1 (configuration not stated)
2.4%,-9%,COc1cc(S(=O)(=O)n2c(C)nc3ccccc32)ccc1F
6.3%,0%,O=C(CN1CCCCCC1)NCCc1ccc(F)cc1
-2.1%,1%,COC(=O)c1ccccc1NC(=O)c1ccccc1NC(=O)c1ccc(OC)cc1
-4.8%,4%,COc1ccc(NCc2n[nH]nc2-c2ccccc2)cc1Cl
5.3%,.,c1ccc(C2=Nc3ccccc3SC2c2nc3ccccc3[nH]2)cc1 (configuration not stated)
-3.1%,.,O=C(OCC(=O)N1CCc2ccccc21)c1ccc(Cl)nc1
1.6%,5%,O=C(CSc1nc2ccc(Br)cc2c(=O)n1-c1ccccc1)Nc1ccccc1[N+](=O)[O-]
0.8%,-5%,COc1cc(C2c3c(oc4ccccc4c3=O)C(=O)N2Cc2ccncc2)ccc1O (configuration not stated)
5.5%,-4%,CN1CCc2c(sc3[nH]c(=S)n(CCc4ccccc4)c(=O)c23)C1
-0.7%,5%,O=C(NNc1ccccc1)C(O)(Cc1ccccc1)Cc1ccccc1
1.0%,3%,Cn1cnnc1Sc1nc2c(c(=O)n(C)c(=O)n2C)n1Cc1ccc(F)cc1
-2.3%,0%,O=C1c2ccccc2C(=O)C1c1cccc2ccccc12

An excerpt; rates above refer to the full screens.
